CYP2C19 activ: cytochrome P450 2C19 (human) activation; 96,000 tested, under 10 active; P33261; recombinant CYP2C19, luciferin-H EGE luminescence; active compounds read high; 0 = fully inhibited enzyme, 1 = untreated enzyme; activation factor at 5 µM;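 active = activation factor of at least 2 at 5 µM in the primary screen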;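 also: 0 = wells with 2.5 mM tranylcypromine and 1 = vehicle-only wells; values of inactives mirror those of a sister screen read the other way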
Target sequence (P33261 whole entry, looked up): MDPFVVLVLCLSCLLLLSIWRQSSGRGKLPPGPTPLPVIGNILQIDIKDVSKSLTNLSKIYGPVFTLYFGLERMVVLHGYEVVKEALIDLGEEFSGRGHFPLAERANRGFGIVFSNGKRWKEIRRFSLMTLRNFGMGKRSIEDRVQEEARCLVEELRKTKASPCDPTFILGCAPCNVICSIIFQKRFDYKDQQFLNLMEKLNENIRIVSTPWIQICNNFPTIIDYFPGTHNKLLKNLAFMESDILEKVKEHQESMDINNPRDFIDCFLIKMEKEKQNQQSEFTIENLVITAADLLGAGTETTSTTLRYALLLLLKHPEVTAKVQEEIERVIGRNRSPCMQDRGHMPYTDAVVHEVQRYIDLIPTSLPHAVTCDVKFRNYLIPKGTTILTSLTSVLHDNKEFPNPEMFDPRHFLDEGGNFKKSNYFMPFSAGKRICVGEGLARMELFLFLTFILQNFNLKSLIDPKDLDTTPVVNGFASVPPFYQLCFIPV
VCAM1 TNFa inh: reduces TNF alpha induced VCAM1 expression in HUVEC. HUVEC TNFa-induced VCAM-1 immunofluorescence, high-content imaging. inhibition, % at 2 µM. 95,000 compounds, 0.48% hits;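 active = inhibition above the batch mean plus 3 SD, with images confirmed as a hit by eye, cut at about 37% in these data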;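 also: 0% = TNF-stimulated DMSO wells and 100% = unstimulated control wells; not every result past the cut was called active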
Calb biofilm kill: kills Candida albicans biofilms; 85,000 compounds, 0.14% hits; inhibition, % at 6 µM; C. albicans biofilm + clotrimazole, Alamar Blue;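 active = inhibition above 20%; inactive = inhibition below 20%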;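 also: preformed 24 hr biofilms exposed to compound for 48 hr; 0% = biofilm without compound and 100% = blank killed by clotrimazole plus chlorhexidine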
IL1B cytotox: toxic to HUVEC cells under IL-1B stimulation | HUVEC cell count loss, Hoechst imaging, IL-1B stimulated | 94,000 compounds, 0.41% hits | AID 845 | cell count reduction, % at 2 µM;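 active = cell count reduction more than 3 SD above the screen-wide mean, cut at about 70% in these data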;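 also: normalized per plate to untreated control cells as the no-loss baseline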
CYP2C9 inhib: inhibitors of human CYP2C9; P11712; CYP2C9 Supersomes, luciferin-H conversion, luminescence; inhibition, % at 5 µM; 96,000 compounds, 20% hits; AID 777;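 active = blocking of liver enzyme CYP2C9 beyond about 50% at 5 µM, limit read from the data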; also: values of inactives mirror those of a sister screen read the other way
CYP2C9 act: CYP2C9 (human) activation. AID 1024. 96,000 compounds, 1.4% hits. P11712. recombinant CYP2C9, luciferin-H conversion, luminescence; active compounds read high; factor 1 = untreated enzyme, 0 = blocked. activation factor at 5 µM;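 active = activation factor of 2 or more for CYP2C9 at a 5 µM dose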;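 also: 0 = sulfaphenazole-blocked wells and 1 = vehicle-only wells; values of inactives mirror those of a sister screen read the other way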
CYP2C19 inhib: inhibitors of human CYP2C19; P33261; CYP2C19 Supersomes, luciferin-H EGE luminescence, 30 min; 96,000 compounds, 21% hits; inhibition, % at 5 µM;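 active = CYP2C19 inhibition above a set limit at 5 µM in the primary screen, cut at about 50% in these data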;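 also: plate controls were negative control wells for no effect and 2.5 mM tranylcypromine positive control for full effect; values of inactives mirror those of a sister screen read the other way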
HUVEC tox TNFa: HUVEC cytotoxicity counter-screen, TNF alpha stimulated; 93,000 compounds, 0.17% hits; cell count reduction, % at 2 µM; AID 848; HUVEC TNFalpha-stimulated, Hoechst cell count, imaging;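 active = cell count reduction exceeding the screen mean by over 5 SD, scaled to untreated wells per plate, cut at about 78% in these data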;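 also: cells counted after 24 h of TNF alpha exposure following the 1 h pretreatment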
DAT uptake mod: modulates human dopamine transporter uptake under cocaine; LLC-PK1 hDAT cells, [14C]-dopamine uptake with cocaine IC80; actives deviate in either direction; Q01959; B-score at 10 µM; 110,000 compounds, 1.3% hits;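 active = Z score or B-score, a plate-position-corrected score, falls beyond the plate's 99.7% confidence bounds, in either direction; inactive = both scores lie inside the 99.7% bounds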;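 also: scored against the spread of the other compound wells on the same plate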
Target sequence (Q01959 whole entry, looked up): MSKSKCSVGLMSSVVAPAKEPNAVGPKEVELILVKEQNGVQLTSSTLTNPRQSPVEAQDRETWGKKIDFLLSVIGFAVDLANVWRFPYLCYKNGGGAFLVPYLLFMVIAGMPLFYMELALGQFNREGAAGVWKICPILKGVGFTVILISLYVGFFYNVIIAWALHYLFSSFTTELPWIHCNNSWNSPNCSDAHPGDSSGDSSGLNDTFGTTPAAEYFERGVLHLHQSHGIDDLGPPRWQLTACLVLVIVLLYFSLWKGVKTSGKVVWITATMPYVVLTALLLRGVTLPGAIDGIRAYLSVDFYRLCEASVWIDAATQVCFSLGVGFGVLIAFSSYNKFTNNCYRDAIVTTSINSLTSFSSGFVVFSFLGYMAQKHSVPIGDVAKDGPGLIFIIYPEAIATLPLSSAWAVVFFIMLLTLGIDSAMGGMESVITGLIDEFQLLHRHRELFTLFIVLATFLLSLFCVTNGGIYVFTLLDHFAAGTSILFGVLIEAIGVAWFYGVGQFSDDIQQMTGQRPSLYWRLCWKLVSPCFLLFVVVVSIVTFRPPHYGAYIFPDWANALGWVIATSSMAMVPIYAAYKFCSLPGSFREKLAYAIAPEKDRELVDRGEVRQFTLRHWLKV
* marks the source's active call; other numbers are inactive results; · = not tested or not shown; & = joins results of further samples; ! = a repeat was not active.

SMILES	CYP2C19 activ	VCAM1 TNFa inh	Calb biofilm kill	IL1B cytotox	CYP2C9 inhib	CYP2C9 act	CYP2C19 inhib	HUVEC tox TNFa	DAT uptake mod
CCCCNC(=S)NNC(=O)c1csc2c1CCC(C)C2 (stereo unspecified)	0.7	13	·	-6	-53	1.5	34	7	0.16
Cc1cc(Nc2cc(C)on2)n2ncnc2n1	1.3	·	11	·	-1	1	-28	·	-1.7
c1ccc(OCCOCCSc2ncccn2)cc1	0.5	7	-3	0	5	0.9	46	-18	-1.4
O=c1c(F)cn(C2CCCO2)c(=O)n1Cc1ccccc1Cl (stereo unspecified)	0.6	5	0	-8	15	0.8	37	-28	-0.28
CCCCCOC(=O)C(C)c1c(C)[nH]c(=S)[nH]c1=O (stereo unspecified)	0.7	21	7	-10	-52	1.5	30	2	-0.36
c1ccc2c(CSc3nnc(-c4ccncc4)o3)cccc2c1	0	-7	10	-10	91*	0.1	96*	5	1.8
CCCCn1c(=N)n(CC(O)COc2ccc(C)cc2)c2ccccc21 (stereo unspecified)	0.5	3	7	6	4	1	52*	14	0.5
COc1ccc(CN2CCn3ncc(C(=O)Nc4ccccc4)c3C2=O)cc1	1	-14	10	-2	15	0.8	5	-3	-0.21
O=C1c2ccccc2C(Nc2ccc(Cl)cn2)N1c1ccccn1 (stereo unspecified)	·	14	·	13	·	·	·	-28	-0.11
Cc1ccc(NC(=O)C2CCN(S(=O)(=O)c3cccc4nonc34)CC2)nc1	0.8	-16	6	12	-29	1.3	18	-3	-0.12
Cc1ccc(S(=O)(=O)N(CC(=O)N2CCc3ccccc3C2)c2cccc(Cl)c2)cc1	·	-4	·	14	·	·	·	0	1.7
Cc1ccc(SCCC(=O)N2CCOCC2)cc1	0	-14	7	4	15	0.9	95*	3	0.0076
CC12CC(NC(=O)N1c1cccc(C(=O)N3CCN(c4ccccn4)CC3)c1)c1ccccc1O2 (stereo unspecified)	0.6	15	6	2	63*	0.4	44	-34	1.9
CCOC(=O)N1CCC(NC(=O)c2cc(S(=O)(=O)N3CCc4ccccc43)cn2C)CC1	0.9	-5	4	9	42	0.6	6	-23	-1
O=C1CC(N2CCC(c3nc4ccccc4o3)CC2)C(=O)N1c1ccc(Cl)c(C(F)(F)F)c1 (stereo unspecified)	0.9	-4	2	14	40	0.6	8	-28	-0.28
COc1ccc(-n2nc(C(=O)NCC(=O)N3CCN(C)CC3)c3ccccc3c2=O)cc1OC	1.1	-7	3	-6	-2	1	-12	-8	-0.98
Cc1ccc(Cn2cnc3sc4c(c3c2=O)CCC4)c(C)c1	·	12	10	22	·	·	·	-14	0.19
CCC1(CC)C(=O)NN(c2ccccc2)C1=O	·	0	-4	0	·	·	·	-2	-0.12
O=c1[nH]c2ccccc2c(=O)n1Cc1ccco1	1	-10	6	-10	-8	1.1	3	-3	0.067
CCN(CC)c1ccc2cc(-c3nc4ccccc4n3C)c(=O)oc2c1	1	70*	-3	59	-33	1.3	3	66	-0.087
COc1ccc(OC)c(N(CC(=O)Nc2cccnc2)S(=O)(=O)c2ccc(OC)c(OC)c2)c1	0.1	24	5	90*	90*	0.1	88*	-6	-2.7*!
CC1=CC(C)=Nc2ccc(C)cc2N1	1.1&1	12&-17	2&1	-3	-11&-4	1.1&1	-10&-2	15&-27	-0.31&0.63
CCN=c1scc(-c2ccc3c(c2)NC(=O)CO3)n1N=C1CCCC1	0.5	3	1	-5	48	0.5	54*	-18	5.5*
CCCC(=O)Nc1nnc(CC(=O)N2CCCC2)s1	0.9	19	5	-21	-21	1.2	5	-17	-0.66
O=c1c2ccccc2nc(-c2ccccc2)n1Cc1ccco1	0.9	8	0	4	23	0.8	9	9	-0.00067

Grouped by structure, those above with an NH in an aromatic ring.
SMILES	CYP2C19 activ	VCAM1 TNFa inh	Calb biofilm kill	IL1B cytotox	CYP2C9 inhib	CYP2C9 act	CYP2C19 inhib	HUVEC tox TNFa	DAT uptake mod
CCCCCOC(=O)C(C)c1c(C)[nH]c(=S)[nH]c1=O (stereo unspecified)	0.7	21	7	-10	-52	1.5	30	2	-0.36
O=c1[nH]c2ccccc2c(=O)n1Cc1ccco1	1	-10	6	-10	-8	1.1	3	-3	0.067

Later entries
SMILES	CYP2C19 activ	VCAM1 TNFa inh	Calb biofilm kill	IL1B cytotox	CYP2C9 inhib	CYP2C9 act	CYP2C19 inhib	HUVEC tox TNFa	DAT uptake mod
COCCn1c(Sc2nc(C)cs2)nc2c1c(=O)[nH]c(=O)n2C	0.8	21	-6	-4	13	0.9	20	-12	0.049
CCCN1C(=O)C(Cc2nc3ccccc3c(=O)n2C)c2ccccc21 (stereo unspecified)	0.5	14	4	-19	28	0.7	48	-11	·
CCn1cc(S(=O)(=O)CC(=O)Nc2ccc(C)cc2)c2ccccc21	0.1	5	-5	-4	32	0.7	90*	-3	1.5
CCCCOc1ccc(CSc2ncn[nH]2)cc1	0.1	14	10	-36	73*	0.3	93*	-6	0.12
O=C(CSc1ncnc2nc[nH]c12)c1ccc2ccccc2c1	·	3	-2	-19	·	·	·	-42	-0.073
Cc1ccc(N2CCN(C(=O)N3CCCC3)CC2)cc1C	0.2	0	5	-2	53*	0.5	81*	-4	1.1
N#CC1=C(N)Oc2cc(N)ccc2C1C1CCCCC1 (stereo unspecified)	0.2	·	5	0	31	0.7	84*	·	-0.38
CCOC(=O)N1CCN(C(=O)CSc2nc3c(cnn3-c3ccc(Cl)cc3)c(=O)[nH]2)CC1	1	·	20*	·	68*	0.3	-4	·	0.35
COc1ccc(N2Cc3cccc(C(=O)N4CCOCC4)c3C2=O)cc1	1.1	15	3	-4	8	0.9	-5	-36	-0.29
CC(=O)Nc1ccc(NC(=O)c2cc(C)nn2-c2ccccc2)cc1	1	-5	-7	-16	14	0.9	3	-4	1.9
COCCNC(=O)c1ccccc1NC(=O)c1ccc(Cl)c(S(=O)(=O)Nc2ccc(C)cc2C)c1	0.8	2	·	4	81*	0.2	18	-3	2.1
CC(=O)NS(=O)(=O)c1ccc(NC(=O)CCC2CCCC2)cc1	1.2	·	3	-14	-12	1.1	-15	·	-0.028
O=C1C2C3C=CC([C@@H]2C(=O)N1Cc1cccnc1)C31CC1 (stereo partly specified)	0.3	-10	1	-9	6	0.9	72*	1	0.056
COC(=O)CSc1nc(-c2cccs2)ccc1C#N	0.9	-12	2	-24	35	0.7	8	-31	-0.87
Cc1ccc(C2C(C(=O)c3sc(C)nc3C)=C(O)C(=O)N2CCN(C)C)o1 (stereo unspecified)	1.2	16	11	-7	-27	1.3	-16	·	-1.5
Nc1cc(C2CCCC2)nn1-c1ccccc1	0.1	-8	2	-8	35	0.7	92*	8	0.16
CC1CN(S(=O)(=O)c2cccc(C(=O)NCCCn3ccnc3)c2)CC(C)O1 (stereo unspecified)	0.9	-14	8	-107	63*	0.4	9	9	0.026
Cc1ccc(-c2nc(N)n(S(C)(=O)=O)n2)cc1	1	-4	1	-30	-16	1.2	1	-3	0.15
COCc1nnc(NC(=O)CC(c2ccccc2)c2ccccc2)s1	0.9	-19	-2	-20	24	0.8	14	2	·
CCCOC(=O)C1=C(C)NC2=C(C(=O)CCC2)C1c1cc(OC)ccc1OC (stereo unspecified)	0.3	11	4	-34	78*	0.2	67*	-2	-0.37
Cc1cccc(OCc2nc(C#N)c(NCCN(C)C)o2)c1	0.9	·	15	·	-2	1	8	·	·
COC(=O)CSc1nnc(-c2ccc(S(=O)(=O)N3CCCCC3)cc2)o1	0.6	-17	7	-8	64*	0.4	38	1	0.021
O=C(Nc1cc(=O)c2ccccc2o1)N1CCCCC1	1	·	9	·	5	1	1	·	-0.019
CCOc1cccc(CNCCNC(=O)c2nonc2N)c1	0.8	-7	7	-23	21	0.8	16	7	0.25
COc1ccccc1CNc1nc2nc(C)c(C)c(=O)n2[nH]1	0.9	-2	8	17	70*	0.3	14	-43	-0.97

The listing continues.
SMILES	CYP2C19 activ	VCAM1 TNFa inh	Calb biofilm kill	IL1B cytotox	CYP2C9 inhib	CYP2C9 act	CYP2C19 inhib	HUVEC tox TNFa	DAT uptake mod
Cn1c(=O)c2c(nc(NCc3ccc4c(c3)OCO4)n2Cc2ccc(F)cc2)n(C)c1=O	0.7	38	2	-29	23	0.8	26	-3	-1
Cc1ccccc1OCCCCc1c(C)n[nH]c1C	0.3	-2	-4	-63	50*	0.5	65*	-28	-0.34
O=C(CSc1nnc(-c2ccccc2Br)o1)N1CCc2ccccc2C1	0.7	·	1	·	-12	1.1	32	·	2.9*
CCC(=O)c1ccc(OCc2ccc(C(=O)OC)cc2)c(OC)c1	1.1	-13	·	-20	-7	1.1	-10	-23	0.047
CCn1c(SCC(=O)c2cc(C)n(C)c2C)nnc1-c1ccccc1	0	0	3	-5	-45	1.5	100*	-17	-0.19
CCCN(CCC)S(=O)(=O)c1ccc(C(=O)NCc2ccc3c(c2)OCO3)cc1	1	7	8	-8	-8	1.1	-1	-15	-0.1
Cc1ccnc(SCCn2c(N3CCOCC3)nc3c2c(=O)n(C)c(=O)n3C)n1	·	-9	-1	37	·	·	·	-5	·
COc1ccc(OCC(=O)Nc2ccc(S(=O)(=O)N3CCCCCC3)cc2)cc1	0.7	-3	-4	7	86*	0.1	30	-12	-0.66
Cc1ccc(-c2ccc(/C=N/N3C(=O)C4C5C=CC(CC5)C4C3=O)o2)c([N+](=O)[O-])c1 (stereo unspecified)	1	11	3	-9	70*	0.3	-1	-10	0.23
O=C(c1ccccc1)c1cnc(Nc2ccccc2Cl)s1	0.5	-2	·	-2	48	0.5	54*	-11	-0.017
CCN1CCCC1CNC(=O)CSc1cc(=O)n(CC)c2ccccc12 (stereo unspecified)	1.1	10	1	6	6	0.9	-7	-19	-0.7
CC(C)NC(=O)/C(=N\O)c1ccccc1	1.1	-2	11	6	-2	1	-9	0	0.38
Cc1ccc(C)c(NC(=O)CCN2CC(C)OC(C)C2)c1 (stereo unspecified)	0.9	-4	·	3	0	1	6	-3	-0.86
Nc1nonc1NC(=O)CSc1nc2ccccc2s1	0.2	10	9	-19	8	0.9	79*	-12	-0.63
Nc1nc(NC(=O)c2cccs2)nn1-c1ccccc1	1.1	20	12	-11	0	1	-8	11	-1.6
COc1ccc(N(CC(=O)NCc2ccccc2)S(=O)(=O)c2c(C)nn(C)c2C)cc1	0.2	10	11	-76	30	0.7	85*	-19	-0.12

Compounds above containing a furan ring, fused or not:
SMILES	CYP2C19 activ	VCAM1 TNFa inh	Calb biofilm kill	IL1B cytotox	CYP2C9 inhib	CYP2C9 act	CYP2C19 inhib	HUVEC tox TNFa	DAT uptake mod
O=c1[nH]c2ccccc2c(=O)n1Cc1ccco1	1	-10	6	-10	-8	1.1	3	-3	0.067
O=c1c2ccccc2nc(-c2ccccc2)n1Cc1ccco1	0.9	8	0	4	23	0.8	9	9	-0.00067
Cc1ccc(C2C(C(=O)c3sc(C)nc3C)=C(O)C(=O)N2CCN(C)C)o1 (stereo unspecified)	1.2	16	11	-7	-27	1.3	-16	·	-1.5
Cc1ccc(-c2ccc(/C=N/N3C(=O)C4C5C=CC(CC5)C4C3=O)o2)c([N+](=O)[O-])c1 (stereo unspecified)	1	11	3	-9	70*	0.3	-1	-10	0.23

Sorted by value in DAT uptake mod (low to high): some entries from above
| smiles | DAT uptake mod |
| --- | --- |
| COc1ccc(OCC(=O)Nc2ccc(S(=O)(=O)N3CCCCCC3)cc2)cc1 | -0.66 |
| Nc1nonc1NC(=O)CSc1nc2ccccc2s1 | -0.63 |
| CC(=O)Nc1ccc(NC(=O)c2cc(C)nn2-c2ccccc2)cc1 | 1.9 |

Assay outcomes from PubChem BioAssay.
